ATXN2 expr inh = inhibitors of ATXN2 expression; AID 1745845; Potency, µM (highest dose often 57 µM), without a hit: top-dose activity change, negative = inhibition, most hits filed as inhibitors; HEK-293 ATXN2-luciferase reporter, luminescence, 24 h; hit rate 0.72% among 360,000; further: potency means the concentration at half of the fitted maximal effect; on the % scale 0 is the no-effect control and ±100 the full control effect; nearly all actives have a fitted effect of over 55% in size
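ATXN2-luciferase reporter cells (luciferase flanked by upstream and downstream ATXN2 gene portions) were treated 24 h at 37 °C with compounds at up to 57 uM. SteadyGlo luminescence gave expression; GF-AFC fluorescence gave viability.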
S2 tox = cell viability loss in ATXN counter-screen; AID 651635; hit rate 0.49% among 400,000; Potency, µM (doses to about 56.7 µM), actives largely listed as cytotoxic; S2 cells (HEK-293 line with an ATXN2-luciferase reporter) viability, CellTiter-Fluor protease fluorescence, 24 h; further: potency means the concentration at half of the fitted maximal effect; nearly all actives have a fitted effect of over 40% in size
HepG2 tox = HepG2 cytotoxicity, counter-screen for TGF-b inhibitors; HepG2 CAGA-GFP viability, ATP luminescence, 18 h; hit rate 0.76% among 410,000; Potency, µM (top dose mostly 46.1 µM), for the others: at the top dose activity change, negative = cytotoxicity, actives largely listed as cytotoxic; AID 588856; further: potency means the concentration at half of the fitted maximal effect; some results filed as inactive show a strong effect at the top dose
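HepG2 CAGA-GFP cells (1000/well, DMEM with 1% FBS) received compound, then TGF-beta at 500 pg/mL final, and were incubated 18 hours at 37 degrees C. Viability was read by CellTiter-Glo luminescence. Media-only wells were set as complete cell-killing and DMSO as no toxicity.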
MCF10A rereplic = DNA re-replication induction in MCF 10a cells. MCF 10A DNA re-replication, Hoechst nuclear intensity, 48 h. Potency, µM (highest dose often 46.1 µM), for the others: top-dose activity, positive = re-replication, usual class: activators. hit rate 2.9% among 350,000. AID 624296; further: potency means the concentration at half of the fitted maximal effect; % of control where 0% means no effect; nearly all actives have a fitted effect of over 50% in size
KB-3-1 tox = KB-3-1 parental cell cytotoxicity | KB-3-1 viability, CellTiter-Glo ATP luminescence, 72 h | Potency, µM (top dose mostly 46.1 µM), for inactives: at the highest dose activity change, negative = cytotoxic, most hits filed as cytotoxic | hit rate 1.4% among 400,000; further: potency means the concentration at half of the fitted maximal effect; on the % scale 0 is the no-effect control and ±100 the full control effect; nearly all actives have a fitted effect of over 60% in size
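Multi-concentration cytotoxicity screen in KB-3-1 cells grown in DMEM lacking phenol red with 10% FBS. After 72 h at 37 °C with compound, ATP-dependent luminescence was recorded.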
HT1080NT lethal = kills 2HG-producing HT-1080-NT fibrosarcoma cells; HT-1080-NT fibrosarcoma viability, CellTiter-Glo ATP luminescence, 48 h; Potency, µM (doses to about 46.1 µM), without a hit: top-dose activity, negative = less viability, usual class: cytotoxic; hit rate 1.6% among 360,000;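 further: NT is the 2HG producing partner of a matched IDH1 knockdown line; potency means the concentration at half of the fitted maximal effect; 0% = DMSO-treated cells and -100% = media-only wells without cells; nearly all actives have a fitted effect of over 55% in size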
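750 cells/well, RPMI + 5% FBS; 2 h settle, compound pin-transfer, 48 h at 37 degrees C. CellTiter-Glo 10 min RT, luminescence. Normalized to DMSO and media-only wells.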
HT1080 IDH1KD tx = toxicity to HT-1080 IDH1 knockdown cells (counter line) | HT-1080 IDH1 knockdown viability, ATP luminescence, 48 h | hit rate 2% among 360,000 | Potency, µM (series often up to 46.1 µM), for inactives: at the top dose activity, negative = toxicity, actives largely listed as cytotoxic;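 further: potency means the concentration at half of the fitted maximal effect; 0% = DMSO wells and -100% = cell-free medium wells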
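Luminescent ATP read-out (CellTiter-Glo, 10 min at room temperature) after 48 h compound exposure at 37 °C gave viability of IDH1-knockdown HT-1080 cells. Activity was normalised to DMSO and cell-free wells, then fitted as concentration-response curves.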
IL1B secr inh = blocks inflammasome-driven IL-1 beta release; activity change, % at 57.5 µM; hit rate 4.7% among 360,000; AID 743279; THP-1 LPS/ATP IL-1B secretion, AlphaLISA, 16 h; stronger effect = lower value; in the data active means activity change below about -50%; inconclusive means mostly about -30% to -49%; further: on the % scale 0 is the no-effect control and ±100 the full control effect
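Secreted IL-1B measured by AlphaLISA bead assay after 16 h compound exposure of THP-1 cells; compounds (final up to 57.5 uM) added 1 h before LPS (250 ng/mL) and ATP (1.25 mM) stimulation; lower signal means less secretion.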
SW480 rereplic = inducers of DNA re-replication in SW480 colon cancer cells | AID 624297 | Potency, µM (series often up to 46.1 µM), for the others: at the top dose re-replication activation, usual class: activators | hit rate 1.8% among 340,000 | SW480 DNA re-replication, Hoechst DNA content imaging, 48 h; further: potency means the concentration at half of the fitted maximal effect; % of control where 0% means no effect; nearly all actives have a fitted effect of over 55% in size
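Per well, 250 cells were exposed to pinned compound for 48 hr. Nuclear DNA was visualised with Hoechst (40 min, 37 C) and total object intensity recorded by fluorescence scanning.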
* marks the source's active call; other numbers are inactive results; i = inactive; ? = inconclusive; . = not tested or not shown; [ ] = dose if it differs, or a comment. Unless noted, the call rests on the fitted dose curve; in most records, active means well fitted curve in the direction sought with a large enough effect; inconclusive means small, poorly fitted or top-dose-only effect, or another doubt; inactive means no such curve, though single readings can be large; an effect the other way counts as inactive or inconclusive. Rows were taken by chance. About 8.9% of those tested had a hit in this group.

SMILES	ATXN2 expr inh	S2 tox	HepG2 tox	MCF10A rereplic	KB-3-1 tox	HT1080NT lethal	HT1080 IDH1KD tx	IL1B secr inh	SW480 rereplic
C#CC[N+]1(CC#Cc2cccc3ccccc23)CCOCC1	-31%	i	7%	16%	?	-21%	0%	?	12%
Cc1cccc(NC(=O)C2CCN(c3cnccn3)CC2)c1	-13%	?	-9%	.	?	.	.	.	.
COc1ccc(CNc2nc(-c3ccccc3)nc3ccccc23)cc1OC	-17%	?	8%	29%	15%	?	-28%	-62*	-4%
CCc1ccccc1NC(=O)Nc1c[nH]c(=O)[nH]c1=O	-2%	i	-27%	.	13%	.	.	.	.
CCn1c(SCC(=O)Nc2ccc(C)cc2)nc2nc3c(cc2c1=O)COC(C)(C)C3	7%	i	-42%	0%	0%	20%	-8%	-2	0%
COC(=O)c1ccc(NC(=O)C(=O)N2CCN(C(=S)Nc3ccc(OC)cc3)CC2)cc1	-8%	i	-2%	-2%	-17%	-6%	-6%	0	16%
COc1ccc(NC(=O)COC(=O)c2ccc(S(=O)(=O)N(C)c3ccccc3OC)cc2)cc1OC	-8%	i	-2%	3%	-4%	1%	5%	25	0%
CC(C)C(NC(=O)c1ccccc1NC(=O)c1ccccc1)C(=O)NCCCn1ccnc1 (stereo unspecified)	-3%	i	-65%	-12%	17%	-6%	6%	-12	19%
CC(C)c1ccc(NC(=O)CSC2=Nc3ccccc3C3=NC(CCC(=O)NCc4ccc(F)cc4)C(=O)N23)cc1 (stereo unspecified)	21%	i	-24%	.	-24%	.	.	.	.
O=C(Nc1cccc2ncccc12)c1ccc(-c2ccc(Cl)cc2Cl)o1	-10%	i	-9%	15%	-23%	-25%	-5%	-21	1%
CCC(CC)C(=O)c1c[nH]c(C(=O)NCCCn2ccnc2)c1	10%	i	-2%	13%	-30%	9%	11%	-18	7%
CN(C)c1nc(Nc2ccc(Cl)c(Cl)c2)nc(N(C)C)n1	-9%	i	-21%	?	4%	-8%	-4%	26	23µM*
COc1ccc(C2=C(C)C(N3CCN(C(=O)c4ccco4)CC3)=NS2(=O)=O)cc1	15%	i	-4%	?	-2%	0%	6%	-2	-3%
Cc1cccc(Nc2nc(-c3ccccc3)c(C(=O)Nc3cccnc3)s2)c1	1%[11.3 µM]	.	0%	23µM*	?	?	?	-61*	16µM*
CC1(CCC(=O)N2CCCC(N3CCN(c4cccc(C(F)(F)F)c4)CC3)C2)CC1 (stereo unspecified)	-34%	i	-28%	?	?	-18%	-14%	-24	?
CCOc1cccc(-c2c(C(=O)N/N=C(\C)c3cccnc3)nnn2-c2nonc2N)c1	1%	i	-5%	11%	2%	2%	1%	16	?
Cc1ccc(C(=O)COc2ccccc2-c2ccccc2)cc1C	-4%	i	0%	4%	5%	10%	7%	10	-6%
Cc1cccc(-c2ccc3[nH]c4c(c3c2)CCN2C[C@@H]([C@H](C)O)[C@@H](N(C)C(=O)NC3CCCCC3)C[C@@H]42)c1	-12%	?	-37%	.	?	?	?	-15	.
Cc1ccc(NC(=S)NC(=O)c2c(-c3ccccc3Cl)noc2C)cc1	-4%	i	5%	16%	-4%	10%	5%	0	-5%
COc1cc(C=NNc2ccc(S(=O)(=O)Nc3ccccc3C(=O)O)cc2[N+](=O)[O-])ccc1O	.	i	-5%	-8%	0%	0%	0%	7	-10%

10 of the compounds above, with values under each structure.
Each structure is followed by: ATXN2 expr inh, S2 tox, HepG2 tox, MCF10A rereplic, KB-3-1 tox, HT1080NT lethal, HT1080 IDH1KD tx, IL1B secr inh, SW480 rereplic
- C#CC[N+]1(CC#Cc2cccc3ccccc23)CCOCC1
→ -31%, i, 7%, 16%, ?, -21%, 0%, ?, 12%
- Cc1cccc(NC(=O)C2CCN(c3cnccn3)CC2)c1
→ -13%, ?, -9%, ., ?, ., ., ., .
- COc1ccc(CNc2nc(-c3ccccc3)nc3ccccc23)cc1OC
→ -17%, ?, 8%, 29%, 15%, ?, -28%, -62*, -4%
- CCc1ccccc1NC(=O)Nc1c[nH]c(=O)[nH]c1=O
→ -2%, i, -27%, ., 13%, ., ., ., .
- CCn1c(SCC(=O)Nc2ccc(C)cc2)nc2nc3c(cc2c1=O)COC(C)(C)C3
→ 7%, i, -42%, 0%, 0%, 20%, -8%, -2, 0%
- COC(=O)c1ccc(NC(=O)C(=O)N2CCN(C(=S)Nc3ccc(OC)cc3)CC2)cc1
→ -8%, i, -2%, -2%, -17%, -6%, -6%, 0, 16%
- COc1ccc(NC(=O)COC(=O)c2ccc(S(=O)(=O)N(C)c3ccccc3OC)cc2)cc1OC
→ -8%, i, -2%, 3%, -4%, 1%, 5%, 25, 0%
- CC(C)C(NC(=O)c1ccccc1NC(=O)c1ccccc1)C(=O)NCCCn1ccnc1 (stereo unspecified)
→ -3%, i, -65%, -12%, 17%, -6%, 6%, -12, 19%
- CC(C)c1ccc(NC(=O)CSC2=Nc3ccccc3C3=NC(CCC(=O)NCc4ccc(F)cc4)C(=O)N23)cc1 (stereo unspecified)
→ 21%, i, -24%, ., -24%, ., ., ., .
- O=C(Nc1cccc2ncccc12)c1ccc(-c2ccc(Cl)cc2Cl)o1
→ -10%, i, -9%, 15%, -23%, -25%, -5%, -21, 1%

(listing goes on)
SMILES	ATXN2 expr inh	S2 tox	HepG2 tox	MCF10A rereplic	KB-3-1 tox	HT1080NT lethal	HT1080 IDH1KD tx	IL1B secr inh	SW480 rereplic
Cc1cc(N2CCCC2=O)cc(C)c1S(=O)(=O)NCCOc1ccccc1	-19%	i	-3%	3%	-5%	?	6%[9.24 µM]	?	0%
CN(CCc1ccccn1)C(=O)CCC1CCCN(C(=O)NC2CCCCC2)C1 (stereo unspecified)	15%	i	-18%	-4%	8%	9%	16%	12	2%
C=CCN1C(=O)C(O)(CC(=O)c2ccc(N)cc2)c2ccccc21 (stereo unspecified)	5%	i	9%	?	4%	7%	-8%	-9	3%
O=C(CSCc1ccc(Cl)cc1)N/N=C/c1ccc(Cl)cc1Cl	-20%	i	-2%	?	-7%	22%	26%	-4	-8%
O=C(O)c1cc(S(=O)(=O)N2CCN(S(=O)(=O)c3ccc4ccccc4c3)CC2)ccc1Br	-6%	i	7%	-8%	19%	3%	0%	42	-20%
COC(=O)c1ccc(Oc2c(Cl)cccc2[N+](=O)[O-])cc1	-4%	?	3%	2%	13%	11%	12%	2	-1%
CN1CCN(c2ccc(-c3cc(NC=O)c4ncc(-c5ccc(F)cc5)n4c3)cc2)CC1	0%	?	-32%	.	?	?	?	-12	.
COc1ccc(-n2nc(C(=O)NCC(=O)NCc3ccco3)c3ccccc3c2=O)cc1	11%	i	0%	-185%[0.0737 µM]	17%	1%	15%	-17	11%
Cc1c(NC(=O)CN(C)CC(=O)Nc2ccc(F)c(F)c2F)c(=O)n(-c2ccccc2)n1C	-5%	i	1%	-1%	3%	4%	7%	4	0%
CN1CC2(C)OC(=O)C(Cl)=C2CC1c1ccccc1 (stereo unspecified)	8%	i	-30%	-9%	-7%	8%	17%	6	-30%[inhibitor]
COc1ccc(S(=O)(=O)NCc2ccccn2)cc1	4%	i	-9%	-34%[inhibitor]	2%	-4%	-1%	-9	-11%[9.22 µM]
CC1CCC2(CC1)SCC(=O)N2c1ccccc1 (stereo unspecified)	4%	i	-2%	6%	-1%	5%	3%	-9	-3%
O=C(Cc1ccc(-n2c(=O)[nH]c3ccccc3c2=O)cc1)N1CCN(c2cccc(Cl)c2)CC1	-7%	i	-35%	18%	?	0%	3%	-22	11%
CCN(C[C@H]1N[C@@](C)(C(=O)OC)[C@H]2C(=O)N(Cc3ccccc3)C(=O)[C@@H]12)S(=O)(=O)c1ccccc1	3%	i	1%	-1%	0%	12%	6%	-2	4%
NS(=O)(=O)c1ccc(-n2nc(C(=O)O)cc2-c2ccc(Cl)cc2)cc1	1%	i	13%	30%	-7%	0%	-5%	7	-3%
Cc1ccc(Cl)cc1N1CCN(C(=O)C2CCN(Cc3nc(-c4cccc(Cl)c4)oc3C)CC2)CC1	-5%	i	-22%	.	?	.	.	.	.
O=C(c1ccc(Br)o1)N1CCN=C1SCc1cccnc1	-4%	i	-3%	0%	-6%	17%	-3%	-54*	0%
CC1=CC2=NC(=O)/C(=C/c3cccs3)C(=N)N2O1	-15%	i	10%	5%	-2%	-2%	12%	.	-3%
COC(=O)[C@@]1(Cc2ccc(F)cc2)[C@H]2c3cc(C(=O)N4CCCC4)n(C)c3C[C@H]2CN1C(=O)c1ccccc1	-24%	i	.	.	-25%	-12%	-19%	-54*	.
COc1ccc(CCNC(=O)c2cccc(NC3=NC4CS(=O)(=O)CC4S3)c2)c(OC)c1 (stereo unspecified)	2%	i	-2%	0%	-6%	-1%	3%	-16	-4%
Cc1ccc(C2c3c(oc4ccccc4c3=O)C(=O)N2c2nnc(C(C)C)s2)o1 (stereo unspecified)	4%	i	4%	12%	?	23%	17%	-4	2%
COCCOC(=O)c1c(C)n(C)c2ccc(OC(=O)c3ccco3)cc12	1%	i	0%	-7%	-1%	15%	11%	-8	-5%
CSCCc1nc(SCC(=O)Nc2nnc(C)s2)[nH]c1C	-3%	i	-2%	12%	0%	8%	12%	16	0%
CNC(=O)COC(=O)CCC(=O)c1cccs1	15%	i	0%	?	1%	9%	7%	13	-11%
COc1cc(-c2nc(-c3ccc4c(c3)[nH]c(=O)n4C)no2)cc(OC)c1OC	12%	i	-12%	.	0%	.	.	.	.

Assay outcomes (PubChem)
